From PubChem
CHRM5 agonist = CHRM5 agonism in calcium assay | P08912 | CHO-K1 hM5 cells, Fluo-8 calcium fluorescence; 0% DMSO wells, 100% maximal acetylcholine response | activation, % at 3 µM | hit rate 0.19% among 360,000;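 active means activation above the run's mean over test compounds plus 3 SD, cut at about 23% in these data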;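 further: signal is peak over basal fluorescence ratio across the kinetic read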
Target sequence (P08912 whole entry, looked up): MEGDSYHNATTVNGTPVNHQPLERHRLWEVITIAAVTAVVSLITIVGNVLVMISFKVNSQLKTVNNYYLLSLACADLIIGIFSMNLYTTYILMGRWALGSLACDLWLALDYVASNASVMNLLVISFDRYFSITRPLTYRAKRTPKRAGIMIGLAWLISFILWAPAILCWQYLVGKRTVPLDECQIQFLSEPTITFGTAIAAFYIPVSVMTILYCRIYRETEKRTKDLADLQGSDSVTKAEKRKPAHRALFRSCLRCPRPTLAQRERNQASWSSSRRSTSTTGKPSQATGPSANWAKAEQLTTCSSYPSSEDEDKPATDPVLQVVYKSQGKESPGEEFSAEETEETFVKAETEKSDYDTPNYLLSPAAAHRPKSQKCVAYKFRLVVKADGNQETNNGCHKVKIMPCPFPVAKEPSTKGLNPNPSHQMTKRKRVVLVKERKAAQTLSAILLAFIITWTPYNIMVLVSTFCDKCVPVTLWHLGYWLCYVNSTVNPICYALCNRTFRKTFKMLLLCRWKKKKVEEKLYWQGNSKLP
TAAR1 antag = human TAAR1 antagonism; AID 624466; hit rate 1.5% among 360,000; inhibition, % at 3 µM; CHO RD-HGA16 TAAR1, Fluo-8 calcium fluorescence, antagonist; Q96RJ0;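 active means inhibition above a per-plate cutoff, the mean inhibition of test compounds on that plate plus 3 SD, cut at about 49% in these data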;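 further: 0% = DMSO plus EC80 beta-PEA response and 100% = DMSO alone without agonist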
Target sequence (Q96RJ0 whole entry, looked up): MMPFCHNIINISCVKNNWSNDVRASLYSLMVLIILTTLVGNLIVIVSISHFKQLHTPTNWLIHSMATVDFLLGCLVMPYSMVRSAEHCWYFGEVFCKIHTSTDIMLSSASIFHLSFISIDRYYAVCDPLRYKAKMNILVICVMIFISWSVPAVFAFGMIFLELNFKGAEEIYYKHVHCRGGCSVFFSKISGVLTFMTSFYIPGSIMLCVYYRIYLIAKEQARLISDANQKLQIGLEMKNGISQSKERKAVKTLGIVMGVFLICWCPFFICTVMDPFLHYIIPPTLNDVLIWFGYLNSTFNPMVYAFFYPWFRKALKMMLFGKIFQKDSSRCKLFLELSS
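Assay system: RD-HGA16 CHO cells with stable hTAAR1 and Gα16 / Reagent: EC80 β-phenethylamine stimulus / Doses: 3 µM, single point / Timing: dye loading 75 min at 37 °C, then 30 min room temperature / Measured by: Fluo-8 intracellular calcium dye fluorescence, real-time kinetic reads / Controls: vehicle wells and EC80 agonist wells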
TAAR1 agonist = agonists of human TAAR1. activation, % at 3 µM. CHO RD-HGA16 TAAR1, Fluo-8 calcium fluorescence; vehicle wells 0%, saturating PEA agonist 100%. hit rate 0.99% among 360,000. Q96RJ0;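 active means activation above the mean activation of all test compounds in the run plus 3 SD, cut at about 38% in these data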
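Test system: RD-HGA16 (CHO) cells co-expressing Gα16 and hTAAR1 / Benchmarks: DMSO vehicle as 0%, PEA at EC100 as 100% / Repeats: no replicates (n 1) / Measure: % activation from peak over basal fluorescence ratio, DMSO-to-PEA scaled / Timing: 17-24 h plating, Fluo-8 75 min 37 °C, 30 min RT / Technique: kinetic Fluo-8 calcium fluorescence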
M1 PAM parental = nonselective activator or artifact in parental CHO-K1 calcium assay | ATP EC20, Fluo-8 calcium fluorescence; 0% at ATP EC20, 100% at ATP max | activation, % at 3 µM | hit rate 0.02% among 360,000;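 active means activation above the run cutoff, the mean activation of all test compounds plus 3 SD, cut at about 40% in these data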;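 further: peak over basal fluorescence ratio in a 140 s read after ATP addition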
CRFBP-R2 agonist = CRF-BP/CRF-R2 complex agonism. AID 588473. activation, % at 13.2 µM. hit rate 0.46% among 350,000. HEK293 CRF-R2/CRF-BP, calcium dye fluorescence (FLIPR); percent of saturating CRF peptide response;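 active means activation of at least 50%, plus an integration ratio under a set limit after plate pattern correction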;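 further: plate controls were neutral control wells without compound for no effect and CRF at EC100 for full effect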
M4 PAM = CHRM4 positive allosteric modulation | P08173 | CHO-K1 hM4/Gqi5, Fluo-8 calcium fluorescence, ACh EC20; 0% = ACh EC20, 100% = maximal ACh | AID 624126 | activation, % at 3 µM | hit rate 0.4% among 360,000;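 active means activation above its plate's cutoff, the mean activation of sample wells plus 3 SD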; further: some results filed as inactive read as strong as hits
M5 antag = blocks acetylcholine activation of human M5 receptor; P08912; CHO-hM5 cells, Fluo-8 calcium fluorescence, ACh EC80; hit rate 0.59% among 360,000; inhibition, % at 3 µM; AID 624040;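 active means inhibition above a per-plate cutoff, the mean of that plate's test compounds plus 3 SD, cut at about 27% in these data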;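 further: 0% = acetylcholine EC80 with DMSO and 100% = DMSO without agonist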
CHRM5 PAM = CHRM5 positive allosteric modulation; hit rate 0.3% among 360,000; activation, % at 3 µM; CHO-K1 hM5, Fluo-8 calcium, ACh EC20 PAM; 0% = ACh EC20, 100% = ACh EC100; P08912;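 active means activation above the run cutoff, the mean activation of all test compounds plus 3 SD, cut at about 18% in these data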
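system = human M5 receptor in CHO-K1 cells | compound = one concentration, 3 µM final (nominal) | schedule = Post-acetylcholine fluorescence recording 140 s | signal = Fluo-8 calcium dye fluorescence, kinetic read | benchmarks = low control EC20 acetylcholine (0%), high control EC100 acetylcholine (100%) | repeats = singlicate, one well per test compound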
CRFR2-BP antag = blocks CRF-induced signaling of the CRF-BP/CRF-R2 complex; HEK293 CRF-R2/CRF-BP, CRF-induced calcium fluorescence; hit rate 0.59% among 350,000; inhibition, % at 11.8 µM;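 active means inhibition of the ligand-induced calcium signal above about 50% at the single tested concentration, limit read from the data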
Active calls of the source: *; . = not tested or not shown.

molecule,CHRM5 agonist,TAAR1 antag,TAAR1 agonist,M1 PAM parental,CRFBP-R2 agonist,M4 PAM,M5 antag,CHRM5 PAM,CRFR2-BP antag
C[C@@H](CN1CCC[C@H]1CN1C(N)=NC[C@@H]1Cc1ccccc1)N1C[C@@H](Cc2ccccc2)N(CCCC2CCCC2)C1=N,-12.7,.,.,-5.3,-0.5,-12.7,28.9*,-39.9,32.7
OCCCc1nc2n(n1)C(c1ccccc1)C=C(c1ccc(F)cc1)N2 (stereo not drawn),0.7,6.8,-0.3,23.7,38.3,-7.2,-3.3,-6.8,-8.3
O=C(N/N=C/c1ccccc1O)/C(=C/c1ccccc1)CCO,-2.3,12.2,-1.5,-5.2,-1.0,-5.3,2.8,-0.7,-15.6
CCOc1ccc(NC(=O)CSc2nncn2C)cc1,-1.2,-2.9,1.5,-3.6,2.1,-1.5,-2.3,0.9,6.0
O=C(NCc1ccccc1)c1cccc(COc2cc(Cl)ccc2Cl)c1,-3.7,5.5,5.8,24.7,21.2,-6.3,11.1,-10.1,7.7
Cc1ccc2c(c1)sc1nncn12,0.5,-0.1,2.2,10.3,-2.5,-2.9,-4.0,-5.2,-14.7
Cc1ccccc1NC(=O)Cc1nc(COC(=O)c2ccc(NC(N)=O)cc2)cs1,4.5,18.8,1.0,-5.8,-0.9,8.7,-2.2,6.3,13.1
CC(C)COc1ccc(C(=O)N2C(=O)c3ccc(N)cc3C2=O)cc1,-5.3,-5.2,-0.8,21.3,-1.0,-0.6,-11.8,11.2,-8.3
CCOC1Cc2ccccc2N(C(N)=O)c2ccccc21 (stereo not drawn),1.5,-10.8,2.6,4.0,-0.7,-3.4,-5.6,1.9,-0.2
CN(C)c1ccc(C=c2c3ccccc3n3c2cc(-c2ccccc2)[n+]3C)cc1,0.0,5.5,3.0,13.8,-1.1,-3.8,17.5,-0.8,-10.0
COc1ccc(OCC(=O)Nc2ccc(C(=O)Nc3ccccc3C(=O)O)cc2)cc1,-4.6,-36.1,-1.4,3.9,2.1,5.6,19.5,-5.9,-3.0
CCCOc1ccc(C(F)(F)F)cc1NS(=O)(=O)c1ccc(Cl)nc1,-2.1,10.2,4.7,-4.9,2.4,-0.1,10.8,-17.3,-5.3
COC(=O)c1c(-c2cccc(C)c2)csc1N,-8.0,12.3,4.3,0.5,-0.9,7.7,-7.0,-6.3,13.8
S=C(NCCCN1CCOCC1)Nc1ccc(Cl)cc1Cl,-2.1,11.6,2.8,3.2,-2.2,-2.8,-0.3,3.8,11.5
C/C(=N\O)C(=O)NCCCNCCCN(C)C,-9.0,4.2,-0.6,9.4,0.0,-5.3,3.3,-2.5,-2.7
O=C(NCCc1cccc(Cl)c1)c1cc([N+](=O)[O-])ccc1Cl,-4.6,-21.9,-0.3,23.0,-0.2,-3.9,-0.5,-1.7,2.8
O=C(Cc1ccccc1)Nc1ccc(S(=O)(=O)N2CCOCC2)cc1,-0.1,-7.1,10.8,-12.5,-1.0,0.2,12.2,-6.7,-3.1
C[C@@H]1CCCCO[C@H](CN(C)C(=O)Nc2cccc3ccccc23)[C@@H](C)CN([C@H](C)CO)C(=O)c2cc(N(C)C)ccc2O1,0.2,-5.9,2.3,23.8,-0.6,3.6,7.0,-3.2,4.9
O=C(Cc1csc(NC(=O)Nc2ccc(Cl)cc2)n1)NCc1ccccn1,5.8,43.3,20.8,4.4,-0.6,-0.5,4.7,-8.5,6.2
NC(=O)c1cccc(-c2cccc(OC(=O)NC3CCCCC3)c2)c1,-0.7,-1.1,-0.3,19.3,1.2,-4.0,7.5,-4.5,-7.4
COc1ccc(-c2noc(CCCC(=O)N3CCN(c4cc(C)ccc4C)CC3)n2)cc1,4.2,35.7,2.4,-2.4,-2.5,-11.4,4.6,-8.6,-5.6
O=C(NCCc1cccnc1)c1cc(COc2ccc(F)cc2Cl)on1,1.6,-6.5,1.9,-5.5,-13.1,-2.4,-1.6,11.6,0.5
CCCCN(C)CCC(=O)Nc1ccc(C)cc1,-3.4,-12.1,6.9,15.0,0.1,11.9,-6.1,3.4,13.6
Cc1ccc(/C=C/C(=O)c2ccc(O)cc2)cc1,-1.6,-7.5,1.0,22.7,-1.3,7.3,3.9,-2.5,18.3
CCC(=O)N1CCc2cc(S(=O)(=O)CCC(=O)N3CCc4ccccc4C3)ccc21,-1.8,.,.,-4.7,0.2,-0.8,8.2,-1.1,0.5
CC(C)(C)c1cc(C(=O)NNC(=O)Nc2ccccc2)n(Cc2ccccc2)n1,2.9,1.2,-1.6,6.2,0.2,-7.0,2.5,1.3,1.5
COc1ccc(CN(C(C)=O)c2cc(C)c([N+](=O)[O-])cc2OC)cc1OC,0.1,-6.2,0.2,20.3,-1.4,3.2,9.7,-4.5,10.0
CCCCN(C(=O)c1cccc2c(=O)c(C)c(-c3ccccc3)oc12)c1ccccc1,-7.7,19.1,11.3,14.3,9.4,2.5,1.6,-7.2,-26.9
Cc1csc(SCC(=O)Nc2c(C)n(C)n(-c3ccccc3)c2=O)n1,-0.9,-1.4,3.3,6.9,2.2,9.4,0.0,6.3,-3.2
NC(=NCc1ccc2c(c1)OCO2)NC(=O)c1ccccc1,3.8,9.4,22.6,-7.5,-3.5,-8.3,0.2,6.3,-2.8

Next part
molecule,CHRM5 agonist,TAAR1 antag,TAAR1 agonist,M1 PAM parental,CRFBP-R2 agonist,M4 PAM,M5 antag,CHRM5 PAM,CRFR2-BP antag
COc1ccc(C(C)=O)cc1COC(=O)c1ccc(OCc2c(C)noc2C)cc1,-5.5,15.7,7.7,9.9,2.1,4.0,0.2,-3.0,22.6
COc1ccc(NC(=O)CCC(=O)OCc2ccc(Br)cc2)cc1,-2.0,-16.0,2.4,0.4,-1.8,-3.4,6.1,-4.9,21.2
CC(=O)N1CCCc2cc(S(=O)(=O)N3CCCC(C(=O)Nc4cc(C)ccc4C)C3)ccc21 (stereo not drawn),-2.8,-19.8,3.1,0.2,-1.6,3.2,1.1,2.8,13.3
Cc1oc(=O)c(NC(=O)c2cccc(Cl)c2)cc1C(=O)c1ccccc1,0.2,27.6,54.7*,28.2,-0.6,0.3,5.2,2.2,-20.9
COCC1CCN(Cc2cn[nH]c2-c2cc(OC)c(OC)c(OC)c2)CC1,-4.0,5.4,5.2,16.8,-0.5,-5.6,-5.5,-8.4,-6.8
COc1ccc(CNC(=O)C2CCCN(c3nc4ccccc4o3)C2)c(OC)c1 (stereo not drawn),-0.1,.,.,-6.7,-1.7,-0.8,-0.1,1.9,12.1
Cc1ccc(Cn2c(=O)n(C)c(=O)c3sccc32)cc1,12.4,-9.2,6.8,-14.2,0.2,1.2,-6.7,0.8,9.6
COc1ccccc1-n1c(SCC(=O)O)nc2c(sc(=S)n2-c2ccc(C)c(C)c2)c1=O,-0.1,3.3,1.9,-8.8,-0.4,-2.4,2.5,0.4,-0.5
C=CCN(C(=O)CNC(=O)c1cccs1)C(C(=O)NC(C)(C)C)c1ccccc1 (stereo not drawn),-2.8,-16.1,6.6,24.1,1.6,7.4,-3.3,-4.7,-18.8
Cc1nc(-c2ccc(NC(=O)/C=C\C(=O)O)cc2)cs1,-1.1,4.2,9.7,10.0,-0.1,2.3,-17.5,3.1,-7.7
N#C/C(=C/c1ccccc1[N+](=O)[O-])c1nnc2n1CCCCC2,-1.8,6.7,3.0,3.2,-0.5,2.9,-1.7,0.1,7.3
COc1ccc(NC(=O)c2ccc(S(=O)(=O)N3CC(C)CC(C)C3)cc2)cc1S(N)(=O)=O (stereo not drawn),1.8,-2.8,0.3,6.1,0.8,2.4,7.0,-3.0,-9.5
COc1cccc(NC(=O)NC2CCCc3ccccc32)c1 (stereo not drawn),-3.5,13.7,5.9,27.0,2.7,12.3,9.4,-2.1,12.9
COc1ccc(CCN2CC(C(=O)NCCN3CCCC3=O)CCC2=O)cc1 (stereo not drawn),-1.9,-1.4,2.1,20.3,0.4,2.2,3.4,-4.8,5.8
CC(=O)c1ccc(NC(=O)c2cc(-c3cccs3)on2)cc1,-2.0,5.2,-0.4,15.4,-0.5,4.2,9.6,2.5,3.3
CCc1ccc(OCC(=O)O/N=C(\N)c2cccnc2)cc1,-0.7,-18.0,19.8,-17.2,-0.2,-3.1,1.9,1.9,22.5
COc1ccc(C2=NN(C(=O)CSc3nnnn3C)C(c3ccco3)C2)cc1 (stereo not drawn),2.8,-14.7,0.6,33.0,0.1,8.0,2.8,8.5,-3.0
CCC(=O)N1CCc2cc(S(=O)(=O)NC(C(=O)NCc3ccc(F)cc3)C(C)C)ccc21 (stereo not drawn),-2.8,0.8,7.3,24.1,-3.2,5.8,-0.9,6.8,4.3
Cc1ccccc1S(=O)(=O)N1[C@@H](c2ccccc2)C(C(=O)O)=CC[C@H]1c1ccc(Cl)cc1,-1.6,26.1,9.0,24.2,-0.7,5.0,11.2,5.5,7.8
CN(C(=O)CSc1nc2ccc(Br)cc2c(=O)n1Cc1ccco1)C1CCS(=O)(=O)C1 (stereo not drawn),-1.0,-7.5,2.3,9.8,-0.9,-9.6,13.2,-1.7,4.8
CSc1nc(C(C)C)ccc1CNC(=O)CC(C)c1ccccc1 (stereo not drawn),-8.6,-10.5,0.5,3.5,-0.4,-11.3,11.7,-8.6,14.0
COCC1CCCCN1C(=O)c1cc(COc2ccc(C)c(C)c2)on1 (stereo not drawn),1.2,-3.4,2.9,-6.8,-2.4,-7.5,-2.6,0.1,-7.5
